IEC-6 cytotox = kills IEC-6 intestinal cells in KLF5 counter-screen. inhibition, % at 5 µM. IEC-6 cytotoxicity, luminescence viability. 0.78% of 290,000 active; in the data active = inhibition above about 22%;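 note: 0% = plate median of test compound wells and 100% = cytotoxic reference compound wells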
aSyn UTR inh = 5' untranslated region of α-synuclein, MLPCN primary screen. alpha-synuclein 5'UTR reporter, inhibitor activity. 0.82% of 300,000 active. inhibition, % (tested at 7.5 µM); in the data active = inhibition above about 60%;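 note: H4 neuroglioblastoma cells stably carrying SNCA 5'UTR luciferase fusion; 0% = DMSO wells and 100% = positive control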
KLF5 inh = inhibitors of KLF5 expression; 0.23% of 290,000 active; DLD-1 KLF5 promoter-luciferase reporter, luminescence; inhibition, % at 5 µM;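 active = inhibition above a per-plate limit of that plate's mean compound inhibition plus 3 SD, cut at about 60% in these data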;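 note: 0% = DMSO wells and 100% = LY294002 at 200 µM; higher means less KLF5 promoter-driven luciferase light; inactives centre near -14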
SKKanGAS inh = SKKanGAS growth inhibition; S. pyogenes SKKanGAS, kanamycin growth, BacTiter-Glo, 6 h; inhibition, % at 7.5 µM; 1.3% of 300,000 active; AID 1662;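 active = mean replicate score, as percent of positive control median, at least 50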;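 note: strain carries kanamycin resistance gene driven by streptokinase promoter and grows in 40 µg/ml kanamycin; loss of luminescence reflects streptokinase promoter inhibition or plain growth inhibition; 0% = median of DMSO wells and 100% = positive control at its reference dose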
TRPC4 inh = inhibitors of mouse TRPC4 channel; B-score at 10 µM; HEK293 TRPC4beta/mu-opioid, DAMGO-evoked Fluo4 calcium flux; hits give low values; Q9QUQ5; 0.39% of 300,000 active; AID 2247;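 active = B-score over 3 SD under the library average, no early fluorescence shift, positive overall ratio signal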
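Assay system: HEK293 cells with stable TRPC4beta plus mu-opioid receptor expression; Probe or stimulus: DAMGO in two steps, submaximal then maximal; Dosing: single-point compound dosing; Measured by: Fluo4 calcium-dye fluorescence, kinetic read; Read-out basis: B score from integrated Fluo4 fluorescence ratio.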
TRPC6 inh = blocks the mouse TRPC6 cation channel; Q61143; HEK293-TRPC6, membrane potential dye, ACh-evoked depolarization; hits give low values; B-score at 10 µM; 1.1% of 310,000 active;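 active = B-score under library mean minus 3 SD, initial fluorescence not abnormally high, positive integrated signal ratio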;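 note: B-score derived from integrated fluorescence ratio over the kinetic read; more negative B-score means stronger inhibition of depolarization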
TRPC4 act = opens the mouse TRPC4 cation channel. HEK293 TRPC4beta/mu-opioid, Fluo4 calcium fluorescence; hits give high values. Q9QUQ5. 0.49% of 310,000 active. B-score at 10 µM;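 active = B-score above 5 SD of library B-scores, and initial fluorescence ratio not above library mean plus 5 SD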;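 note: positive B-score marks a calcium rise read as TRPC4 activation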
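Technique: kinetic Fluo4 calcium fluorescence; Test system: TRPC4beta and mu-opioid receptor HEK293 stable cells; Measure: B-scored integrated calcium fluorescence ratio; Benchmarks: low control buffer alone, high control maximal DAMGO; Schedule: 45 min room-temperature Fluo4 loading, 110 s read.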
TRPC4 potent = allosterically enhances the mouse TRPC4 cation channel | Q9QUQ5 | HEK293 TRPC4beta/mu-opioid, DAMGO EC20, Fluo-4 Ca2+ flux; hits give high values | B-score at 10 µM | 0.42% of 310,000 active | AID 2227;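 active = B-score of calcium response area above 5 SD of library B-scores, with initial fluorescence ratio within 5 SD of library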;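 note: B-score of integrated fluorescence ratio over time as area under calcium response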
MrgX1 antag = blocks BAM8-22 activation of human MrgX1 receptor | Q96LB2 | MRGX1-HEK293 calcium flux, Fluo-4, BAM8-22 antagonism; hits give low values | B-score at 10 µM | 1.3% of 310,000 active | AID 588676;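 active = calcium-response B-score plate-corrected more than 3 library SD below zero, starting fluorescence within 5 deviations, no agonist response on first addition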;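 note: peak minus trough fluorescence over baseline after final BAM8-22 challenge near maximal dose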
Target sequence (Q96LB2 whole entry, looked up): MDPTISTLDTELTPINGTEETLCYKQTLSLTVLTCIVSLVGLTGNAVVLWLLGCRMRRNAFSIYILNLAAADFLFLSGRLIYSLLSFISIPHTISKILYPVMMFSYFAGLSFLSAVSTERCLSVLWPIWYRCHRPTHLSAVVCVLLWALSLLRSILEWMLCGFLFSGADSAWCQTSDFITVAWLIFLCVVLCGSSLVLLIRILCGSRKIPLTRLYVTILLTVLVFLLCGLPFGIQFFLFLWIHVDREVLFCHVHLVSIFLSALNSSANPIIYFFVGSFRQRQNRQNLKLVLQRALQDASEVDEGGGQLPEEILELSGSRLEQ
HIF act = HIF pathway transcriptional activation; U2OS HRE-luciferase reporter, luminescence; normalized: DMSO 0%, desferrioxamine 100%; activation, % at 7.5 µM (by protocol); 0.32% of 300,000 active;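 active = mean activation of at least 10% of the iron chelator positive control signal, with at least half of replicates also reaching 10%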
TRPC6 act = activates the mouse TRPC6 cation channel; HEK293-TRPC6 membrane potential dye fluorescence; hits give high values; B-score at 10 µM; 0.13% of 310,000 active; AID 2550;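 active = B-score of the integrated fluorescence ratio above library mean plus 3 SD, and starting fluorescence ratio within library mean plus 5 SD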;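 note: higher score means more depolarization so channel activation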
* = called active by the depositor; i = inactive; nt = no result given.

SMILES	IEC-6 cytotox	aSyn UTR inh	KLF5 inh	SKKanGAS inh	TRPC4 inh	TRPC6 inh	TRPC4 act	TRPC4 potent	MrgX1 antag	HIF act	TRPC6 act
CC(C)c1ccc(CNc2ncc(Br)cn2)cc1	-4.3	-153.1	-104.8	-3.1	i	i	i	i	i	1.4	i
O=c1[nH]c(CN2CCN(c3ccccc3Cl)CC2)nc2ccsc12	-1.2	-10.4	-13.5	20.5	i	i	i	i	i	-50.3	i
Cc1ccc(NC(=O)c2ccncc2)cc1S(=O)(=O)N(C)C	1.6	20.0	-5.5	-2.6	i	i	i	i	i	-0.4	i
CC1(C)Cc2c(c(=S)nc(-c3ccccc3)n2CCCN2CCOCC2)CO1	-1.0	-19.8	-20.6	-5.8	i	i	i	i	i	0.0	i
CC1CCCC(NC(=O)CCC(=O)c2ccc(F)cc2)C1C (stereo unspecified)	-1.9	-15.6	-19.2	-1.1	i	i	i	i	i	-0.2	i
Cc1nn(C(C)C(=O)NCc2ccco2)c(C)c1[N+](=O)[O-] (stereo unspecified)	-4.3	4.3	-2.4	2.4	i	i	i	i	i	-0.3	i
CCOc1ccc(-c2nc(CN(Cc3ccccc3)C[C@@H]3CCC(=O)N3)c(C)o2)cc1	1.7	-61.1	0.0	13.5	i	i	i	i	i	1.6	i
Cc1ccccc1Cn1nc(C)c(NC(=O)c2cc(-c3cccs3)on2)c1C	0.1	16.8	-23.1	10.4	i	i	i	i	i	-0.7	i
CCOC(=O)c1c(N)sc(C(=O)Nc2ccccc2F)c1C	4.8	-36.0	-169.2	4.9	i	i	i	i	i	2.0	i
CN(C)c1cc(-c2ccc(Cl)cc2)oc(=O)c1Cl	12.5	22.5	-25.0	-3.8	i	i	i	i	i	0.0	i
Cc1cc(C)cc(N2C(=O)CC(n3ccnc3)C2=O)c1 (stereo unspecified)	-9.3	-3.1	-3.1	5.2	i	i	i	i	i	0.1	i
CC(=O)N(Cc1cc2ccccc2[nH]c1=O)c1ccc(C)cc1	5.0	-7.4	-11.4	-18.4	i	i	i	i	i	-2.9	i
CCOc1ccc(C(C)=O)cc1Cn1nc(C(=O)O)c2ccccc2c1=O	14.4	21.9	38.4	-10.3	i	i	i	i	i	0.0	i
CN(C)C(=O)N1CCC(C(=O)N2CCCC(C(=O)c3ccc(C(C)(C)C)cc3)C2)CC1 (stereo unspecified)	-4.5	-9.0	0.9	-3.8	i	i	i	i	i	0.1	i
O=C(c1ccc(Br)cc1)c1coc2ccc(O)cc12	nt	-92.0	nt	-0.7	i	i	i	i	i	3.4	i

Some of the entries so far, bar-delimited.
SMILES | IEC-6 cytotox | aSyn UTR inh | KLF5 inh | SKKanGAS inh | TRPC4 inh | TRPC6 inh | TRPC4 act | TRPC4 potent | MrgX1 antag | HIF act | TRPC6 act
CC(C)c1ccc(CNc2ncc(Br)cn2)cc1 | -4.3 | -153.1 | -104.8 | -3.1 | i | i | i | i | i | 1.4 | i
O=c1[nH]c(CN2CCN(c3ccccc3Cl)CC2)nc2ccsc12 | -1.2 | -10.4 | -13.5 | 20.5 | i | i | i | i | i | -50.3 | i

Remaining list, next part:
SMILES	IEC-6 cytotox	aSyn UTR inh	KLF5 inh	SKKanGAS inh	TRPC4 inh	TRPC6 inh	TRPC4 act	TRPC4 potent	MrgX1 antag	HIF act	TRPC6 act
O=C(O)C1(P(=O)(c2ccccc2)c2ccccc2)CCC1	-0.8	-1.4	-5.5	-0.8	i	i	i	i	i	-0.7	i
CCN(C(=O)CSc1ccc2ccccc2n1)C1CCS(=O)(=O)C1 (stereo unspecified)	0.5	-17.9	-8.7	11.9	i	i	i	i	i	-0.5	i
O=C(NCCOc1ccccc1Cl)c1ncn[nH]1	-5.6	-24.4	-8.7	1.4	i	i	i	i	i	-0.1	i
CCCCN(C(=O)C1CCC1)c1c(N)n(CC(C)C)c(=O)[nH]c1=O	nt	-7.1	nt	-1.7	i	i	i	i	i	-10.2	i
CC(=O)Nc1cccc(C(=O)N2CCN(Cc3ccccc3)CC2)c1	5.3	10.4	-19.7	-4.3	i	i	i	i	i	-0.1	i
N=c1c(C(=O)NCCc2ccccc2)cc2c(=O)n3ccccc3nc2n1Cc1ccco1	17.4	-36.7	3.2	2.3	i	i	i	i	i	1.2	i
COC(=O)C1C(=O)C(C(=O)c2ccccc2)C(=O)CC1(C)C (stereo unspecified)	-0.8	2.1	-47.0	1.6	i	i	i	i	i	-0.9	i
COc1cccc(CN(C)C(=O)C23CC4CC(CC(NC(C)=O)(C4)C2)C3)c1OC	-4.8	6.6	-32.1	-5.4	i	i	i	i	i	0.0	i
COc1ccc(NC(=O)c2ccc(-c3nn(C)c(=O)c4ccccc34)cc2)cc1C(N)=O	-1.6	-12.2	-0.8	5.0	i	i	i	i	i	-0.7	i
CN(C(=O)NC1CC(=O)N(c2ccc3c(c2)OCCO3)C1)c1ccccc1 (stereo unspecified)	nt	-5.7	nt	-5.9	i	i	i	i	i	0.0	i
O=C(c1ccc(-n2cncn2)c([N+](=O)[O-])c1)N1CCN(S(=O)(=O)c2ccccc2Br)CC1	nt	29.7	nt	0.8	i	i	i	i	i	-0.5	i
NNC(=S)Nc1ccc(S(=O)(=O)N2CCCCC2)cc1	-6.1	20.1	2.2	-1.0	i	i	i	i	i	-0.4	i
Cc1ccc(CC(=O)Nc2cc(C)on2)cc1	-2.0	-7.0	2.9	-0.5	i	i	i	i	i	0.6	i
COC(=O)CCC(=O)Nc1c(C)n(C)n(-c2ccccc2)c1=O	3.1	-13.5	-8.5	-1.1	i	i	i	i	i	-0.4	i
COc1ccc(Cl)cc1NC(=S)NNC(=O)CC(C)C	-2.6	3.0	-1.5	-0.3	i	i	i	i	i	0.0	i
CC1CCN(C(=O)/C(=C\c2cccs2)NC(=O)c2ccccc2)CC1	-3.3	6.3	-14.9	nt	i	i	i	i	i	0.8	i
OCCNc1nc(Nc2ccccc2OC(F)(F)F)nc(N2CCCC2)n1	nt	-5.1	nt	-1.6	i	i	i	i	i	0.2	i
Cc1cc(C)cc(OCC(O)CN2CC(C)OC(C)C2)c1 (stereo unspecified)	3.1	12.6	-8.4	-11.9	i	i	i	i	i	-0.4	i
CN(Cc1c(C(=O)N/N=C/c2ccccc2F)nnn1-c1nonc1N)c1ccccc1	-3.0	6.5	-28.5	7.4	i	i	i	i	i	0.2	i
CCC(=O)c1ccc(OCc2ccccc2)c(OC)c1	0.1	-85.4	-42.7	-17.4	i	i	i	i	i	3.2	i
CC(C)CCn1nnnc1C(c1ccccc1)N1CCN(C)CC1 (stereo unspecified)	3.8	6.9	-5.2	-3.3	i	i	i	i	i	-1.0	i
O=C(Nc1ccc(-c2nc3ccccc3s2)c(O)c1)C1=COCCO1	3.4	-79.8	-97.8	-8.3	i	i	i	i	i	1.8	i
COc1ccc2oc(C(=O)N3CCN(S(=O)(=O)c4cccc([N+](=O)[O-])c4)CC3)c(C)c2c1	-13.1	22.0	7.5	16.9	i	i	i	i	i	0.0	i
COc1cccc(Nc2ccc(Nc3cccc(OC)c3)nn2)c1	0.6	-4.3	-28.9	-17.8	i	i	i	i	i	0.7	i
COc1ccc(CCC(C)N2CCOCC2)cc1 (stereo unspecified)	0.7	-2.7	-28.1	-8.8	i	i	i	i	i	-0.7	i
Cc1ccc(S(=O)(=O)Oc2ccc(/C=C(/NC(=O)c3ccccc3)C(=O)NC(C)C(=O)O)cc2)cc1 (stereo unspecified)	-0.2	9.1	-42.0	-9.9	i	i	i	i	i	0.6	i
CC1CCCCC12NC(=O)N(CC(=O)Nc1sc3c(c1C(N)=O)CCC3)C2=O (stereo unspecified)	-1.5	-4.8	-2.6	15.5	i	i	i	i	i	-0.6	i
CCOC(=O)C1=c2/c(=C/c3ccccc3OC)c(N)c(C#N)n2C(=O)C(c2ccccc2OC)S1 (stereo unspecified)	-0.2	18.6	-6.2	2.2	i	i	i	i	nt	0.0	i
Cc1noc(C)c1COc1ccccc1C(=O)N(C)CC(=O)Nc1cccc(F)c1	nt	-60.9	nt	-6.2	i	i	i	i	i	-0.4	i
CC(=O)N/N=C(\C)c1cccc(NC(=O)c2cccs2)c1	4.0	23.4	7.6	-8.3	i	i	i	i	i	0.4	i
CCSc1nnc(NC(=O)Cc2ccccc2OC)s1	-3.8	-21.6	1.2	0.2	i	i	i	i	i	-0.2	i
O=C(COc1ccc(F)cc1)N1CCCc2ccccc21	-7.6	-18.0	-46.8	-2.1	i	i	i	i	i	0.7	i
O=C(c1c[nH]c(C(=O)C(Cl)(Cl)Cl)c1)c1ccc(F)cc1F	-1.2	16.9	-3.1	-2.9	i	i	i	i	i	-0.5	i
CCN1CCC(NC(=O)Nc2cccc(C(F)(F)F)c2)CC1	-4.6	10.8	-17.1	-4.6	i	i	i	i	i	0.1	i
N#Cc1ccccc1OCC(=O)N1CCN(C(=O)c2ccco2)CC1	0.8	22.2	-15.2	4.7	i	i	i	i	i	-0.1	i
O=S(=O)(/N=C/c1ccccc1O)c1cccs1	1.9	22.5	-6.0	0.7	i	i	i	i	i	0.0	i
CCN(CC)c1cc(C)c2cc(NC(=O)c3ccc(Br)o3)ccc2n1	-1.2	-2.6	-14.4	-0.3	i	i	i	i	i	-0.5	i
Cc1ccc(C(=O)COC(=O)c2ccccc2NC(=O)c2ccccc2)cc1[N+](=O)[O-]	-2.1	-16.5	-31.9	0.8	i	i	i	i	i	0.2	i
CCOC(=O)c1c[nH]c2c(C(F)(F)F)cccc2c1=O	-5.7	7.6	-14.2	-2.3	i	i	i	i	i	-0.3	i
CCOC(=O)Cn1c(CN(C)Cc2ccccc2)nc2c1c(=O)n(C)c(=O)n2C	-0.5	-10.3	-25.1	-11.1	i	i	i	i	i	-0.3	i
Clc1cccc(Cl)c1/C=C/c1nc2ccccc2[nH]1	10.2	-149.2	-69.3	2.2	i	i	i	i	i	1.9	i
O=C(CC1C(=O)NCCN1Cc1ccccc1)NCCC1=CCCCC1 (stereo unspecified)	-4.7	11.4	-4.4	6.6	i	i	i	i	i	0.0	i
Cc1ccc2nc(N3C(=O)C(O)=C(C(=O)c4cc5ccccc5o4)C3c3cccs3)sc2c1 (stereo unspecified)	0.7	-85.5	-153.0	104.1*	i	i	i	i	-5.65*	5.0	i
CC1CCC2(CC1)NC(=O)N(CC(=O)c1ccc(Cl)s1)C2=O (stereo unspecified)	-2.5	-15.3	-44.3	7.3	i	i	i	i	i	-0.2	i
O=C(CN(CCc1ccccc1)S(=O)(=O)c1ccc(Cl)cc1)N/N=C/c1ccccc1C(=O)O	0.1	3.9	-21.2	10.9	i	i	i	i	i	-0.3	i

Source: PubChem

Compounds were not picked by outcome; any-hit rate near 5.8%.
